HP1b chromo inh: HTS for Inhibitors of HP1-beta Chromodomain Interactions with Methylated Histone Tails | Chromobox protein homolog 1 (Homo sapiens), P83916 | AlphaScreen HP1-beta / biotin-H3K9me3 peptide binding | Potency, µM (top dose mostly 114 µM), inactives show at the highest dose activity change, negative = inhibition, usual class: inhibitors | 390,000 compounds, 0.56% hits | AID 540317, 2011; further: potency means the concentration at half of the fitted maximal effect; nearly all actives have a fitted effect of over 70% in size; inactives centre near 23
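HP1-beta protein (50 nM final) preincubated 30 min at room temperature with biotinylated H3(1-18)K9me3 peptide (50 nM) in PBS pH 7.4, 0.01% Tween-20, then compound added for 30 min. AlphaScreen streptavidin donor/nickel chelate acceptor beads (10 ug/mL final), 30 min dark, luminescence read.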
PI4K2A block: qHTS for small molecular inhibitors of PI4K2A. Phosphatidylinositol 4-kinase type 2-alpha (Homo sapiens), Q9BTU6. purified PI4K2A, ADP-Glo luminescence, 1 h; hits give low values. activity change, negative = inhibition, % at 76.9 µM. 420,000 compounds, 0.13% hits; in the data active means activity change below about -50%; inconclusive means mostly about -30% to -49%;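 further: -100% = wells without enzyme as full effect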
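Compounds are screened against recombinant PI4K2A using PI as substrate and ATP, the latter dispensed at 300 microM. Reactions run one hour at ambient temperature before ADP-Glo detection; full inhibition defined by wells lacking enzyme.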
RGS4 inhibitor: Inhibitors of Regulator of G Protein Signaling (RGS) 4: qHTS. Regulator of G-protein signaling 4 (Homo sapiens), P49798. Transcreener GDP fluorescence polarization, RGS4-accelerated GTP hydrolysis. Potency, µM (highest dose often 114 µM), inactives show at the top dose activity change, negative = inhibition, hits mostly inhibitors. 390,000 compounds, 0.039% hits. AID 504845, 2011; further: potency means the concentration at half of the fitted maximal effect; on the % scale 0 is the no-effect control and ±100 the full control effect; nearly all actives have a fitted effect of over 75% in size; some results filed as inactive show a strong effect at the top dose
Target sequence (P49798 whole entry, looked up): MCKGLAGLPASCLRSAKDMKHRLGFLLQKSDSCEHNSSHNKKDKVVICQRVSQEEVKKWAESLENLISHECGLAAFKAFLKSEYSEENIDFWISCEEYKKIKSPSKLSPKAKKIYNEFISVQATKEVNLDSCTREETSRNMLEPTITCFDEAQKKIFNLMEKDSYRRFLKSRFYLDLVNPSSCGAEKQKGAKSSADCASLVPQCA
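MLSMR compounds (23 nl, pin-transferred) preincubated 10 min at room temperature with a 500nM (2x) first reagent, then RGS4 at 900nM (2x) plus Transcreener GDP mix added; fluorescence polarization (620/688 nm) read before and after 90 min at 30 °C.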
GLS inhibitor: qHTS for Inhibitors of Glutaminase (GLS); Glutaminase kidney isoform, mitochondrial (Homo sapiens), O94925; GLS enzymatic activity, qHTS titration; Potency, µM (doses to about 45.5 µM), inactives show at the highest dose activity change, negative = inhibition, most hits filed as inhibitors; 410,000 compounds, 0.21% hits; further: potency means the concentration at half of the fitted maximal effect; on the % scale 0 is the no-effect control and ±100 the full control effect
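hKGA in 45 mM KH2PO4 pH 8.2, 0.02% Tween-20 with pin-transferred compounds; 1 mM L-glutamine (stock) plus glutamate oxidase/HRP/Amplex Red coupling added. Fluorescence read initially and after 30 min at RT.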
JMJD2A Tudor inh: qHTS Assay for Inhibitors of JMJD2A-Tudor Domain. Lysine-specific demethylase 4A (Homo sapiens), O75164. AID 504339, 2011. 390,000 compounds, 4.4% hits. Potency, µM (highest dose often 114 µM), for the others: at the top dose activity change, negative = inhibition, most hits filed as inhibitors. AlphaScreen JMJD2A-Tudor / H3K4me3 peptide binding; further: potency means the concentration at half of the fitted maximal effect; on the % scale 0 is the no-effect control and ±100 the full control effect; nearly all actives have a fitted effect of over 50% in size
ALOX12 inh: Primary qHTS assay for inhibitors of human arachidonate 12S-lipoxygenase (ALOX12): Round 2; 580,000 compounds, 1.1% hits; Potency, µM (doses to about 108 µM), for the others: at the top dose activity change, negative = inhibition, hits mostly inhibitors; AID 1671190, 2021; purified 12hLO, xylenol orange hydroperoxide absorbance; Polyunsaturated fatty acid lipoxygenase ALOX12 (Homo sapiens), P18054; further: potency means the concentration at half of the fitted maximal effect; on the % scale 0 is the no-effect control and ±100 the full control effect
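Purified human 12hLO (150 nM final) in 25 mM Hepes, 0.01% Triton X-100, pH 7.0 was preincubated 15 min at room temperature with compound. Then 40 uM arachidonic acid was added, 30 min. Hydroperoxide was read by Fe-XO absorbance ratio 573/405 nm.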
ERG Ets-DNA blk: qHTS for Small Molecule Inhibitors of the ERG Ets/DNA interaction; Potency, µM (highest dose often 76.9 µM), for the others: at the top dose FP activity, negative = inhibition, most hits filed as inhibitors; AID 624246, 2012; 370,000 compounds, 0.028% hits; fluorescence polarization, His-ERG Ets domain / labelled DNA; active means well fitted inhibition curve with a large enough effect in the polarisation, with a control signal flat; inconclusive means small, poorly fitted or top-dose-only effect, or effect the other way, or a change in a side signal; inactive means no such curve, though single readings can be large or run the other way; the % refers to the polarisation;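 further: polarization taken with two DNA probes labelled with fluorescein and Texas red; potency means the concentration at half of the fitted maximal effect; % of control where 0% means no effect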
Target sequence (P11308 whole entry, looked up, the tested form may be a part): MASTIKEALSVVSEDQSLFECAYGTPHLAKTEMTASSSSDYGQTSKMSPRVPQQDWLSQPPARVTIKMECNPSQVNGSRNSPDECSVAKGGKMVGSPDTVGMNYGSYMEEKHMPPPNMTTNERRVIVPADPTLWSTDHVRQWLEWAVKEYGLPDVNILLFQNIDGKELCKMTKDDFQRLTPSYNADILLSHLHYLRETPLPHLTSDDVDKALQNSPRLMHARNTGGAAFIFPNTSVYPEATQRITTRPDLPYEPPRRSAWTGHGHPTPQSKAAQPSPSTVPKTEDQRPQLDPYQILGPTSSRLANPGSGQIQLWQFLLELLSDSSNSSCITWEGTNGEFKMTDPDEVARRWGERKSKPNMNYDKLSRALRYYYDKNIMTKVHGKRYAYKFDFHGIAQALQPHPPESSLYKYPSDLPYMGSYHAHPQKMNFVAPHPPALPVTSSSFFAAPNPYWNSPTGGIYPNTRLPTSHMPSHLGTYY
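His-tagged ERG Ets domain (1 uM in the protein solution; 300mM KCl, 50mM Tris-HCl, 1mM EDTA, 1mM DTT, pH 7.5) received compound, then a probe mix of 5 nM fluorescein-DNA and 100nM Texas-615-DNA. Fluorescence polarization was read for both dyes.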
BAZ2B inh: qHTS Assay for Inhibitors of BAZ2B; 360,000 compounds, 4.4% hits; AID 504333, 2011; AlphaScreen BAZ2B-H3K14Ac peptide displacement; Potency, µM (highest dose often 114 µM), without a hit: at the top dose activity change, negative = inhibition, usual class: inhibitors; Bromodomain adjacent to zinc finger domain protein 2B (Homo sapiens), Q9UIF8; further: potency means the concentration at half of the fitted maximal effect; on the % scale 0 is the no-effect control and ±100 the full control effect; nearly all actives have a fitted effect of over 60% in size
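BAZ2B 50 nM plus b-H3(5-23)K14Ac 50 nM, PBS pH 7.4/0.01% Tween-20, 30 min RT; compound added (max 110 uM), 30 min RT; streptavidin donor/Ni-chelate acceptor beads 10 ug/mL final, 20 min dark; AlphaScreen read.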
G9a inh: qHTS Assay for Inhibitors of Histone Lysine Methyltransferase G9a; 350,000 compounds, 8.8% hits; G9a H3K9 monomethylation, AlphaScreen, 2 h; Potency, µM (titrated, usually from 102 µM), for the others: at the top dose activity, negative = inhibition, usual class: inhibitors; further: potency means the concentration at half of the fitted maximal effect; on the % scale 0 is the no-effect control and ±100 the full control effect; nearly all actives have a fitted effect of over 75% in size
Target sequence (Q96KQ7 913-1193 limits assumed): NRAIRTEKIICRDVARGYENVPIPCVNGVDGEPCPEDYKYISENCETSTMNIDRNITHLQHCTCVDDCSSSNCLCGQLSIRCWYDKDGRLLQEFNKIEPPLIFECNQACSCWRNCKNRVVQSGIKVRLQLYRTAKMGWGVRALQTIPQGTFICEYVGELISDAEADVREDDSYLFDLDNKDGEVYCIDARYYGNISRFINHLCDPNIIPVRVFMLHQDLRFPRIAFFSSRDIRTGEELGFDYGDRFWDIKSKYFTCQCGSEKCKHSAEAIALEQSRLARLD
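Quantitative HTS format: methyltransferase activity on a biotin-tagged H3K9 peptide is measured by AlphaScreen, using a rabbit anti-monomethyl-H3K9 antibody with streptavidin donor and anti-IgG acceptor beads. Final levels are 20 nM enzyme, 500 nM peptide, 20 uM SAM; 2 h RT.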
* marks the source's active call; other numbers are inactive results; ? = inconclusive; · = no result given; & = joins results of further samples; [ ] = dose if it differs, or a comment. Unless noted, the call rests on the fitted dose curve; in most records, active means well fitted curve in the direction sought with a large enough effect; inconclusive means small, poorly fitted or top-dose-only effect, or another doubt; inactive means no such curve, though single readings can be large; an effect the other way counts as inactive or inconclusive. These rows are one share of the data; rates above refer to the full screens.

ALOX12 inh	G9a inh	RGS4 inhibitor	BAZ2B inh	PI4K2A block	JMJD2A Tudor inh	GLS inhibitor	ERG Ets-DNA blk	HP1b chromo inh	SMILES
?	-11.8%[2.33 µM]	-29.7%&-21.4%	?	0.6&-2.7&0.5	-4.3%&-4.8%	-1.3%	-8.2%&-1.5%	28.9%&95.6%	CCCCOc1cc(C(=O)NCCN(CC)CC)c2ccccc2n1
-17.8%	0.7%[59 µM]	-13.6%	5.2%	2.2	4.7%	2.5%	-5.0%	40.1%[activator]	CCc1cc2c(cc3c(=O)n(CC(=O)N4CCN(c5cc(Cl)ccc5C)CC4)ncn32)s1
0.0%	0.3%	3.4%	2.8%	-4.9	1.4%	4.1%	-3.6%	21.3%	COc1cccc(NC(=O)C2CCCO2)c1 (stereo not drawn)
-21.4%	-11.7%[59 µM]	-6.2%	-19.4%	0.7	-19.1%	2.9%	-4.0%	9.1%	CCN(C(=O)C1CCN(S(=O)(=O)c2cc(Br)cc3c2N(C(C)=O)CC3)CC1)c1cccc(C)c1
0.0%	25.1µM*	2.8%	-30.5%	3.2	-29.1%	15.7%	0.5%	3.0%	CCS(=O)(=O)n1nc(-c2ccccc2)nc1NCc1ccco1
10.8%	3.5%	5.3%	-15.8%	-8.4	-23.2%	-0.5%	-0.3%	4.0%	Cc1ccc(-n2cc(CNC(C)c3cnn(C)c3C)c(-c3ccc(F)cc3)n2)cc1 (stereo not drawn)
3.9%	5.1%	-10.7%	-9.4%	-1.0	-15.8%[11.4 µM]	-2.8%	-11.2%	44.0%[activator]	CCNc1ccc(P(=O)(c2ccccc2)c2ccccc2)cc1
-6.2%	15.8%[59 µM]	-12.1%	6.4%	12.7	-3.1%	-0.5%	11.5%	42.1%[activator]	CC(C)C1OC2c3cccc4cccc(c34)C2N1c1ccccc1 (stereo not drawn)
?	14.1µM*	-52.3%	?	-1.1	?	0.8%	11.8%	?	CCn1c(O)c(/C=C/C=C/C=Nc2ccccc2)sc1=S
0.0%	12.6%	4.2%	2.8%	-3.6	-18.6%	6.7%	-8.6%	21.6%	Nc1nc(-c2ccc(Br)cc2)cc(C(F)(F)F)n1
?	14.1µM*	?	39.8µM*	19.4	20µM*	2.4%	·	?	COc1ccccc1/C=C/C=N\N1CCN(Cc2ccccc2Cl)CC1
?	3.3%	9.1%&14.5%	-18.8%&1.9%	-16.2&2.8	-16.4%&-9.6%	27.5%&9.5%	-6.9%&-12.9%	-5.5%&20.4%	COc1ccccc1N1CCN(S(=O)(=O)c2c(C)sc3ncn(CC(=O)NCCN(C)C)c(=O)c23)CC1
-14.5%	9.2%	2.0%	-20.1%	1.6	-19.1%	3.4%	1.1%	3.4%	COc1cc(C(=O)NCC(=O)N/N=C\C(C)=C/c2ccccc2)cc(OC)c1OC
1.5%	·	18.2%[11.4 µM]	-8.1%	4.7	-26.7%	-1.9%	0.1%	58.9%[activator]	CCOc1ccc(CCNC(=O)c2ccc(C)c(NC3=NC4CS(=O)(=O)CC4S3)c2)cc1 (stereo not drawn)
-11.9%	7.1%	29.6%[56.9 µM]	-3.0%	3.7	-9.2%	-8.7%	-2.2%	28.7%	O=c1c(Cc2ccc(F)cc2)c(O)ccn1CC1CCCO1 (stereo not drawn)
0.9%	12.0%[59 µM]	-9.0%	0.6%	1.8	-14.7%	0.0%	8.1%	15.7%	O=C1NCCCc2c1no[n+]2[O-]
?	8.7%[59 µM]	-0.4%	-3.9%	-1.6	-12.6%	3.3%	-0.4%	10.3%	Oc1ccc(-c2nc3ccc(Cl)cn3c2Nc2ccc(Cl)cc2)cc1
-14.9%&-13.1%	-33.8%	5.8%&19.1%	0.3%&2.4%	-2.9&-0.6	-8.4%&-19.8%	12.6%&4.8%	13.5%&-0.6%	10.0%&8.0%	Cc1cccc(NC(=O)CSc2nc(C)c(Cc3ccccc3)c(=O)[nH]2)c1
49.2%[activator]	16.1%	-11.4%	-4.8%	-1.3	9.1%	-2.4%	-2.6%	16.8%	Cc1cc(=O)n2c3c(cccc13)CCC2
10.2%	-50.2%	-8.3%	-2.0%	0.8	-23.7%	18.9%	5.8%	73.0%[activator]	COc1ccc(NC(=S)N(CCC(C)C)C2CCN(C(C)C)CC2)cc1
?	-132.7%[59 µM]	13.9%	?	0.3	?	20.1%	-10.6%	7.6%	CCN1CCCCC(=N/O)/C(=N/O)CCCC1
-13.2%	4.5%[59 µM]	-13.3%	24.4%[57.1 µM]	-11.9	3.2%	-2.3%	-1.0%	54.2%[activator]	Cc1cccc(Nc2ncnc3onc(-c4ccc(Cl)cc4)c23)c1C
0.3%	0.8%	-18.0%	·	11.3	6.5%	-0.2%	14.8%	20.8%	CC1CCN(C(=O)CSc2ccc(-c3cccc([N+](=O)[O-])c3)nn2)CC1
-9.1%	8.6%	7.6%	-1.9%	1.6	-17.6%	8.1%	-3.2%	28.6%	COC(=O)CSc1ncc(S(=O)(=O)c2ccccc2)c(=O)[nH]1
-14.4%	2.6%[59 µM]	0.3%	·	-0.4	-9.3%	19.1%	-5.9%	44.4%[activator]	CCc1ccc(CNC(=O)c2nn(-c3ccc(OC)c(Cl)c3)c(=O)c3c2c2ccccc2n3C)cc1
0.0%	-42.0%	-23.7%	6.8%	4.8	-19.9%	-2.1%	-2.0%	7.7%	CCCCc1nnc(NC(=O)CC(=O)Nc2ccccc2C(=O)O)s1
3.3%	-10.2%	2.5%	0.8%	-3.1	-15.1%	4.7%	3.5%	17.3%	Cc1c(NC(=O)CSc2ccc(Cl)cc2)cccc1-c1nc2cc(Cl)ccc2o1
2.8%	-14.0%[2.33 µM]	-17.1%	-10.7%	-0.8	-10.9%	-5.8%	0.2%	17.6%	Cn1c(SCc2ccc(C(=O)Nc3nccs3)cc2)nnc1-c1ccccc1
-29.3%	·	-45.5%	-10.4%	3.9	-17.4%	-5.8%	6.2%	8.6%	Cc1ccc(OCc2n[nH]c(=S)n2-c2ccccc2)cc1C
2.8%	·	-11.5%	·	-1.7	-5.5%	1.5%	-4.1%	30.6%	CC(=O)C[C@@H](O)CC(=O)[C@@H]1OC(=O)CCCCCc2ccccc21

Three entries already listed, sorted by SMILES length, falling.
ALOX12 inh	G9a inh	RGS4 inhibitor	BAZ2B inh	PI4K2A block	JMJD2A Tudor inh	GLS inhibitor	ERG Ets-DNA blk	HP1b chromo inh	SMILES
0.3%	0.8%	-18.0%	·	11.3	6.5%	-0.2%	14.8%	20.8%	CC1CCN(C(=O)CSc2ccc(-c3cccc([N+](=O)[O-])c3)nn2)CC1
2.8%	·	-11.5%	·	-1.7	-5.5%	1.5%	-4.1%	30.6%	CC(=O)C[C@@H](O)CC(=O)[C@@H]1OC(=O)CCCCCc2ccccc21
2.8%	-14.0%[2.33 µM]	-17.1%	-10.7%	-0.8	-10.9%	-5.8%	0.2%	17.6%	Cn1c(SCc2ccc(C(=O)Nc3nccs3)cc2)nnc1-c1ccccc1

Carrying on:
ALOX12 inh	G9a inh	RGS4 inhibitor	BAZ2B inh	PI4K2A block	JMJD2A Tudor inh	GLS inhibitor	ERG Ets-DNA blk	HP1b chromo inh	SMILES
-2.0%	-0.6%	11.9%	-10.1%	-3.5	-8.5%	9.2%	-3.0%	9.6%	Nc1nc(N)nc(COc2ccccc2)n1
22.6%	?	6.7%	-7.1%	6.0	1.4%	1.6%	1.9%	50.9%[activator]	CCNC(=S)N1CCC(n2cnc3ccccc32)CC1
-3.0%	?	-15.9%	-5.1%	-0.9	-26.9%	2.3%	-0.7%	29.9%	Cc1cccc(C)c1NC(=O)CN(C)CC(=O)Nc1sc2c(c1C(N)=O)CCC2
-17.8%	12.3%	9.2%	2.7%	-1.8	-9.5%	-1.1%	-0.7%	-4.3%	CC(C)n1nnnc1SCC(=O)Nc1cccc(F)c1
-14.6%	?	-19.6%	?	-5.2	-22.5%	19.6%	2.3%	21.3%	O=C(O)c1oc2ccccc2c1CSc1ccccn1
14.2%	22.4µM*	-35.5%[56.9 µM]	-28.4%	1.7	?	2.5%	-0.8%	21.0%	CSCC[C@H](NC(=O)[C@@H]1Cc2ccccc2CN1)C(=O)NC(C)c1ccccc1 (stereo partly drawn)
10.9%	-47.0%	4.4%	-4.7%	1.0	-16.5%	-22.5%	-16.1%	9.8%	O=C(OCc1cccc([N+](=O)[O-])c1)c1ccc2ccccc2n1
?	-12.2%[59 µM]	-13.1%	-12.5%	0.8	-18.3%	?	1.0%	14.5%	CCOC(=O)c1ccc(NC(=O)CC2Nc3cc(C)c(C)cc3NC2=O)cc1 (stereo not drawn)

Source: PubChem BioAssay
